From PubChem
GLP1R inv ag = GLP-1 receptor (human) inverse agonism | HEK293 GLP-1R CRE-luciferase, luminescence, 24 h; GLP-1R form is constitutively active | Potency, µM (series often up to 38.3 µM), without a hit: at the highest dose activity change, negative = inhibition, actives largely listed as inhibitors | 410,000 tested, 1.6% active | AID 624417; note: potency is the fitted concentration of half-maximal effect; % is set by controls: 0 for no effect and ±100 for the full control effect; nearly all actives have a fitted effect of over 55% in size
Target sequence (P43220 whole entry, looked up): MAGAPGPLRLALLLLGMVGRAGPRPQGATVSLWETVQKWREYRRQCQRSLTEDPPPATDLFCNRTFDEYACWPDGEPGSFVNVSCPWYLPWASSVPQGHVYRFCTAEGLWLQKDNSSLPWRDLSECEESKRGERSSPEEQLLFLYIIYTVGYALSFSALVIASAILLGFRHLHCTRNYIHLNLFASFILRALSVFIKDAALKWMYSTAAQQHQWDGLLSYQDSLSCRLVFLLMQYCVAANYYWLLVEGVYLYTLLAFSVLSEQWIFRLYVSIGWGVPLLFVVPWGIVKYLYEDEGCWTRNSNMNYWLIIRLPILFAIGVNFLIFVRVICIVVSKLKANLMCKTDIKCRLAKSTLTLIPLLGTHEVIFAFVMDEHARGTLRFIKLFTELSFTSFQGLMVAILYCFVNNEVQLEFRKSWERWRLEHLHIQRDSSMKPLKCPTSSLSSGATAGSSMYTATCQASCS
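Seeding at 200 cells/uL, 12 h culture, 24 hr compound treatment, then luciferase reagent and a luminescence read; cells are HEK293 stably expressing a constitutively active GLP-1R plus cAMP-responsive luciferase.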
DRD3 agonist = agonists of human D3 dopamine receptor; D3R DiscoveRx beta-arrestin cells, luminescence, 90 min; AID 652048; max activation, %; 410,000 tested, 0.58% active; in the data active = max activation above about 30%; note: 0% is about no effect; mostly tested at two doses, the higher about 12 µM
Target sequence (P35462 whole entry, looked up): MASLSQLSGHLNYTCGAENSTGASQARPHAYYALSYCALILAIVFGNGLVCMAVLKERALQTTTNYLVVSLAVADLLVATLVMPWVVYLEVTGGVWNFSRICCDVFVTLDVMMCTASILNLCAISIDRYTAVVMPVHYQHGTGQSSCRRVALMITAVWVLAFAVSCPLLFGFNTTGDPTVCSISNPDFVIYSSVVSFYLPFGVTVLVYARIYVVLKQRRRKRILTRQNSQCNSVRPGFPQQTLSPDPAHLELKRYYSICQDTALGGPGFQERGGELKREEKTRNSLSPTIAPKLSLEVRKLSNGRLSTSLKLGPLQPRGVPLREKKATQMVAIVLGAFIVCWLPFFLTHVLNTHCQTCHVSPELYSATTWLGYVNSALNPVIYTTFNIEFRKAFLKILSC
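Cells at 1500/well, incubated overnight, then treated with pinned compounds (dopamine as control) for 90 min at 37 degrees C. DiscoveRx reagent added for 30 - 60 minutes at room temperature; luminescence read.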
GLP1R cytotox = cytotoxicity counter-screen for GLP-1 receptor inverse agonists | HEK293 cAMP-luciferase reporter cells, luminescence, 24 h | Potency, µM (highest dose often 38.3 µM), for the others: at the top dose activity change, negative = inhibition, hits mostly inhibitors | AID 624418 | 410,000 tested, 0.13% active;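 note: loss of luciferase light is scored as toxicity; potency is the fitted concentration of half-maximal effect; % is set by controls: 0 for no effect and ±100 for the full control effect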
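A 23 nL compound transfer followed 12 hours of cell culture at 37 deg C; exposure then lasted 24 hr. Luciferase assay detection reagent was dispensed and plates read for luminescence after a 12 min room-temperature wait.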
Active calls of the source: *; ? = inconclusive; [ ] = dose if it differs, or a comment. Unless noted, calls come from the whole dose curve; as a rule, active = well fitted curve in the direction sought with a large enough effect; inconclusive = small, poorly fitted or top-dose-only effect, or another doubt; inactive = no such curve, though single readings can be large; an effect the other way counts as inactive or inconclusive. Some of the compounds tested, so the mix of outcomes need not match the whole.

Molecule | GLP1R inv ag | DRD3 agonist | GLP1R cytotox
COc1cccc(CNC(=O)c2cc3ccc4cccnc4c3[nH]2)c1 | 10% | 2 | -1%
COc1ccccc1CNC(=O)c1cnc2sc(N3CCCCCC3)nn2c1=O | 0% | 6 | 0%
Cc1ccc(C(=O)OCc2cc(=O)n3nc(-c4cccs4)sc3n2)cc1 | 2% | 3 | 7%
O=C(C1CC1)N1CCN(c2nc3ccc(F)cc3s2)CC1 | 7% | 4 | 0%
Cc1cccc(NC(=O)Cn2c(=O)nc(-c3ccccc3)c3ccccc32)c1C | 12% | 9 | 1%
Cc1cc(C)c(NC(=O)Cn2ccn(-c3cccc(Cl)c3)c(=O)c2=O)c(C)c1 | 8% | 8 | 1%
COc1ccc(NC(=O)CCc2nc3c(C)nn(-c4ccc(C)cc4)c3n(C)c2=O)cc1 | 7% | -9 | 2%
COc1ccc(-c2nc(CSc3nnc(C)n4c3cc3sccc34)c(C)o2)cc1 | 2% | -24 | 7%
Cc1ccc(C)c(NC(=O)C(=O)NCCc2csc(-c3ccc(C(F)(F)F)cc3)n2)c1 | 10% | -1 | 1%
CCc1ccc(CNC(=O)c2ccc3c(c2)c(C)c(C)n3Cc2ccccc2)cc1 | 10µM* | -9 | 2%
CCc1nn(CC(=O)NCc2cccc(OC)c2OC)c(=O)c2cc3occc3n12 | 6% | -12 | 0%
CCC(CC)C(=O)N1CCc2cc(OC)c(OC)cc2C1COc1ccc2c(C)cc(=O)oc2c1 (configuration not stated) | 9% | 6 | -17%
COc1ccc(NC(=O)c2ccco2)cc1NC(=O)COc1ccccc1Cl | 6% | -6 | -6%
CC(=O)c1cccc(NC(=O)CCc2nc3cccnc3n2Cc2cccs2)c1 | -1% | 9 | 0%
Cc1ccc(CNC(=O)c2cccn2-c2nnc(N3CCCC3)s2)cc1 | -4% | 13 | -2%
COc1ccc(CCCc2nnc(SCC(=O)Nc3cccc(C)c3)o2)cc1C | -4% | -7 | -8%
COc1ccccc1CNc1nc2ccc(Cl)cc2n2cnnc12 | 7% | 8 | -12%
Cc1ccccc1C(=O)Nc1nnc(S(=O)(=O)N2c3ccccc3CC2C)s1 (configuration not stated) | 11µM* | 1 | -3%
Cc1ccc2c(CC(=O)Nc3cccc(Cl)c3C)coc2c1 | 11% | -4 | 5%
CCc1ccc(CNC(=O)c2cc(-c3ccc(Cl)s3)nc3ccccc23)cc1 | 1% | -8 | 12%
Cc1ccc(C(C)C)c(OCCCn2c(=O)oc3ccccc32)c1 | ? | 4 | 10%
CC(C)OC(=O)c1c(-c2ccccc2)c(-c2ccccc2)nn(C)c1=O | -27% | 12 | 2%
CCOC(=O)c1c(Oc2ccc(C(=O)OC)cc2)nnc(-c2ccccc2)c1-c1ccccc1 | ? | 18 | -15%
CCN(CC)c1ccc(NC(=O)CN2C(=O)c3cccnc3Oc3ccc(Cl)cc32)c(C)c1 | 16% | -1 | -14%
COc1cccc(C(=O)NCCc2csc(-c3cccc(F)c3)n2)c1OC | -7% | 4 | 0%
O=C(NCc1cccs1)c1ccc(CSc2nc3cccnc3n2Cc2ccccc2F)cc1 | -6% | -20 | -11%
COCCn1ccc2c(OCC(=O)Nc3cccc(C(F)(F)F)c3)cccc2c1=O | 3% | 0 | 2%
Cc1cccc(C)c1NC(=O)c1c(C)oc2c1C1=NCCN1C=N2 | -6% | -12 | -5%
CC(C)OC(=O)/C(C#N)=C/c1ccc(-c2ccc(Cl)c(Cl)c2)o1 | -1% | 2 | -2%
O=S(=O)(c1ccccc1)c1nc(-c2cccs2)oc1SCc1ccccc1F | 29% | 6 | 1%
COc1cccc(-c2cc(C(=O)Nc3ccc(F)cc3)[nH]n2)c1 | -8% | 3 | 1%
COc1ccc(C(=O)N2CCCCC2CCN2CCOCC2)cc1 (configuration not stated) | 15% | 7 | 0%
CCOc1cc(C2c3c(oc4cc(C)cc(C)c4c3=O)C(=O)N2CCO)ccc1O (configuration not stated) | 30% | -1 | -12%
COc1ccc(CNC(=O)C2CCN(S(=O)(=O)c3cn(C)cn3)CC2)cc1 | 9% | 2 | 0%
CSCCC(NS(=O)(=O)c1ccc2c(c1)oc(=O)n2C)C(=O)N1CCN(c2ccc(F)cc2)CC1 (configuration not stated) | 0% | -3 | 2%
CCc1ccc(Nc2cc(C(=O)NCCCN(C)c3ccccc3)c3ccccc3n2)cc1 | 4% | -7 | 23%
Cc1cc(C)c(NC(=O)CN2C(=O)c3cccnc3Sc3ccccc32)c(C)c1 | 7% | -2 | -5%
CCOc1ccc(CCNC(=O)C2CCC(CNS(=O)(=O)c3ccc(Cl)cc3)CC2)cc1OCC (configuration not stated) | -13% | 4 | 0%
CCOC(=O)c1[nH]c(C)c(CCC(=O)N2CCN(c3ccccc3)CC2)c1C | -6% | 2 | 4%
Cc1cc(C)c(NC(=O)CSc2nnc3[nH]c(=O)cc(C)n23)c(C)c1 | 2% | -11 | -5%
Cc1ccc2c(=O)cc(C(=O)Nc3ccc(S(=O)(=O)N4CCCCC4)cc3)oc2c1C | -7% | -12 | -4%
Cc1cccc(C(=O)N(Cc2ccccc2F)C2CCS(=O)(=O)C2)c1 (configuration not stated) | 3% | 4 | -2%
CCCc1ccc(OC(=O)c2sc3ncn(Cc4cccc(F)c4)c(=O)c3c2C)cc1 | -14% | 9 | -8%
CCc1ccccc1NC(=O)Cn1nnc(C(=O)Nc2ccc(C)c(F)c2)c1N | -7% | 0 | 9%
COC(=O)c1ccc(NC(=O)c2nc(-c3ccc(Cl)cc3)n3c2CCCCC3)cc1 | ? | -1 | -13%
COc1ccc(CCNc2nc3c(c(=O)n(C)c(=O)n3C)n2Cc2ccccc2Cl)cc1OC | 1% | 2 | 3%
CCCOc1ccc(C2C(=O)N(C3CCCCCC3)CC(=O)N2Cc2ccc(OC)cc2)cc1OC (configuration not stated) | 11% | -21 | 7%
COc1ccc(C2C=C(c3ccccc3)Nc3nc(NC(=O)c4cccc([N+](=O)[O-])c4)nn32)cc1 (configuration not stated) | 50%[activator] | 4 | 90%[activator]
Cc1ccc(C(=O)NCC(=O)OCc2cc(=O)n3ccsc3n2)cc1 | 8% | 8 | 0%
COc1cccc(Cn2cc(S(=O)(=O)c3ccc(C)cc3)c(=O)c3cc4c(cc32)OCO4)c1 | 2% | 4 | 17%
O=S(=O)(Nc1ccc(-c2ccc(N3CCCCC3)nn2)cc1)c1ccc(OC(F)(F)F)cc1 | 11µM* | 4 | -21%
COc1ccc2c(c1)-c1nc(NC(=O)c3ccc(Cl)cc3)sc1CC2 | 10% | 1 | 3%
Cc1ccc(C(=O)NCC(=O)OCc2cc(=O)n3c(C)csc3n2)cc1 | 17% | 8 | -1%
CCC1CCCCN1CCCNC(=O)c1c(C)oc2ncn(CC(C)C)c(=O)c12 (configuration not stated) | -6% | -6 | 5%
CNC(=O)c1ccc2nc(Cc3ccccc3)oc2c1 | 19% | 8 | 0%
Cn1c(=O)c2c(-c3ccccc3Cl)n(-c3cc(Cl)ccc3O)cc2n(C)c1=O | 4% | -7 | -4%

Fetched by compound from the list above:
Molecule | GLP1R inv ag | DRD3 agonist | GLP1R cytotox
Cc1ccc(C(=O)NCC(=O)OCc2cc(=O)n3c(C)csc3n2)cc1 | 17% | 8 | -1%
O=S(=O)(Nc1ccc(-c2ccc(N3CCCCC3)nn2)cc1)c1ccc(OC(F)(F)F)cc1 | 11µM* | 4 | -21%
COc1cccc(Cn2cc(S(=O)(=O)c3ccc(C)cc3)c(=O)c3cc4c(cc32)OCO4)c1 | 2% | 4 | 17%

(cont.)
Molecule | GLP1R inv ag | DRD3 agonist | GLP1R cytotox
CC(=O)Nc1cccc(NC(=O)CSc2ccc(-c3sc(-c4ccccc4)nc3C)nn2)c1 | 39% | 0 | -23%
Cc1cccc(C)c1NC(=O)Cn1c(=O)n(CCC(=O)NCc2ccccc2Cl)c(=O)c2sccc21 | -5% | 4 | -1%
COc1ccccc1Cn1cc(C(=O)c2ccc(C)cc2)c(=O)c2cc3c(cc21)OCCO3 | 5% | 7 | -8%
Cc1cc(O)c(C(c2cccc(F)c2)N2CCN(c3ccccc3)CC2)c(=O)n1Cc1ccco1 (configuration not stated) | ? | -16 | 3%
CCSc1nc2c(c(=O)[nH]c(=O)n2C)n1CC(O)COc1ccc(Cl)cc1 (configuration not stated) | -4% | -11 | -18%
Cc1ccc(NC(=O)CCn2nc(C)c(S(=O)(=O)N3CCCCC3)c2C)cc1Cl | -29% | -8 | -4%
O=C(NCc1ccccc1Cl)c1ccc2c(c1)ncn2-c1cccc(F)c1 | -15% | -13 | -12%
COc1cccc(N2CCN(C(=O)c3cc4c(=O)n(Cc5ccco5)ccc4nc3C)CC2)c1 | 6% | -1 | 3%
O=C(Cn1c(-c2cccs2)cc2ccccc21)NCCCN1CCN(c2cccc(Cl)c2)CC1 | -28% | 14 | 7%
O=C(NCCc1ccccc1)c1ccc(Nc2nc3ccccc3n3nnnc23)cc1 | 12% | 5 | 0%
CCCCOc1ccc(S(=O)(=O)Nc2ccc(-c3ccc(N4CCC(C)CC4)nn3)cc2)cc1 | ? | 1 | -2%
Cc1ccc(C)c(Cn2c3ccccc3c3cnn(CC(=O)NCCC4=CCCCC4)c(=O)c32)c1 | 9% | -9 | 3%
O=S(=O)(c1ccc2nc(N3CCN(c4cccc(Cl)c4)CC3)ccc2c1)N1CCCCC1 | 4% | 5 | -3%
COc1ccc(C)cc1NC(=O)C(=O)NCCc1csc2nc(-c3ccccc3F)nn12 | 2% | 7 | 2%
Cn1c(/C(C#N)=C/c2ccccc2Br)nc2ccccc21 | ? | -7 | -1%
Cc1ccc(CSc2cn(CC(=O)N3CCCC3)c3ccccc23)cc1 | ? | -2 | 1%
Cc1ccc(Cl)cc1N1CCN(C(=O)c2cnn(-c3ccc(Cl)cc3)c2C2CCNCC2)CC1 | ? | -22 | ?
CCOc1ccc(-c2nc3c(c(SCC(=O)N4CCCCC4)n2)Cc2cc(C)ccc2O3)cc1 | -2% | 7 | -5%
Cc1cccc(-c2nc(CCNC(=O)Cc3ccccc3)cs2)c1 | ? | -7 | 14%
Cc1ccc(N2C(=O)C(CC(=O)Nc3ccccc3)N(CCC3=CCCCC3)C2=O)cc1 (configuration not stated) | ? | -16 | -5%
CC1CCN(c2oc(-c3cccs3)nc2S(=O)(=O)c2ccc(Cl)cc2)CC1 | -5% | -4 | -10%
COc1cccc(Cn2c(NCc3ccc(C)cc3)nc3c2c(=O)n(C)c(=O)n3C)c1 | -10% | 4 | -8%
COc1cc(OC)c(NC(=O)NCc2ccc3c(c2)CCN3C(=O)c2ccccc2)cc1Cl | -13% | -11 | 6%
Cc1ccc(CCNC(=O)CN2N=C(c3ccc(C)cc3)CCC2=O)cc1 | 1% | -24 | 4%
Cc1cc(C)c2c(=O)cc(C(=O)Nc3ccccc3C(F)(F)F)oc2c1 | 6% | 9 | 6%
CCOC(=O)N1CCc2c(sc3c2c(=O)n(-c2ccc(CC)cc2)c(=O)n3Cc2cccc(OC)c2)C1 | -3% | 8 | 0%
Cc1nn(C(C)(C)C)c(OC(=O)c2c(F)cccc2F)c1Sc1ccccc1 | ? | 7 | ?
CCOc1ccc(CNC(=O)Cn2nc(C)c3nn(-c4ccc(Cl)cc4)c(C)c3c2=O)cc1 | 12% | 9 | -9%
O=C(O)c1ccc2nc(-c3cc4cccc(O)c4oc3=O)[nH]c2c1 | ? | 8 | 6%
CCOc1ccc(CNC(=O)c2ccc3c(c2)nc2n3CCOC2)cc1 | 14% | 3 | 2%
CCCCc1nc2ccccc2n2c(-c3ccc(C)cc3)c3c(=O)n(C)c(=O)n(C)c3c12 | 2% | -14 | 13%
CCOc1ccc(-n2c(=O)c3c(C)c(C)sc3n(CC(=O)C(C)(C)C)c2=O)cc1 | -8% | 1 | -1%
COc1cccc(CCNc2ncnc3c2nnn3C)c1 | -5% | 6 | -12%
O=C(COc1ccccc1)Nc1sc2c(c1C(=O)Nc1ccccc1Cl)CCCCC2 | 6% | 0 | 0%
CSc1ccc(CCNC(=O)NCc2noc3ccccc23)cc1 | ? | -2 | 4%
COc1cccc(-n2cc(C(=O)NCCc3ccc(C)cc3)c3ccccc3c2=O)c1 | ? | 4 | 2%
COc1ccc(NC(=O)C(C)N2Cc3ccccc3C2=O)cc1OC (configuration not stated) | 7% | 8 | -8%
O=C(CC1C(=O)N(c2ccc(F)cc2)C(=O)N1Cc1cccnc1)Nc1ccc(F)cc1 (configuration not stated) | 3% | 6 | 0%
COc1ccccc1N1CCN(C(=O)c2cnn(-c3cccc(Cl)c3)c2C2CCN(C(=O)OC(C)(C)C)CC2)CC1 | ? | -6 | -13%
CC(=O)Nc1ccc(NC(=O)CCC(=O)c2ccc(C)cc2)cc1 | 5% | -22 | 0%
Cc1ccc2nc(N3CCN(c4ccccc4F)CC3)c3nnnn3c2c1 | 10% | 2 | 2%
Cc1cc(C)c(NC(=O)C(=O)NCCc2csc(-c3ccc(F)cc3)n2)c(C)c1 | ? | 6 | 1%
Cn1nc(C(=O)NCc2ccc(Cl)cc2)c2c1-c1ccccc1SC2 | ? | 4 | -7%
